p97 ATPase inh: inhibitors of human p97 ATPase, primary screen, biochemical; recombinant p97 ATPase, Kinase-Glo ATP luminescence, 3 h; AID 1481, 2009; actives 0.42% (n = 220,000); Transitional endoplasmic reticulum ATPase (Homo sapiens), P55072; inhibition, % at 8 µM; in the data active = inhibition above about 15%;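 note: 0% = DMSO vehicle and 100% = wells lacking enzyme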
EP2 antag: human EP2 receptor antagonists, primary screen, TR-FRET cAMP, C6 glioma cells; AID 1422, 2008; actives 0.52% (n = 260,000); Prostaglandin E2 receptor EP2 subtype (Homo sapiens), P43116; inhibition, % at 25 µM; C6 glioma cells expressing human EP2; cells stimulated with saturating PGE2;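 active = percent inhibition above 40 after rounding to a whole number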;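 note: rat C6 glioma host cells with rolipram phosphodiesterase inhibitor present; the protocol text gives 20 µM as final concentration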
Target sequence (P43116 whole entry, looked up): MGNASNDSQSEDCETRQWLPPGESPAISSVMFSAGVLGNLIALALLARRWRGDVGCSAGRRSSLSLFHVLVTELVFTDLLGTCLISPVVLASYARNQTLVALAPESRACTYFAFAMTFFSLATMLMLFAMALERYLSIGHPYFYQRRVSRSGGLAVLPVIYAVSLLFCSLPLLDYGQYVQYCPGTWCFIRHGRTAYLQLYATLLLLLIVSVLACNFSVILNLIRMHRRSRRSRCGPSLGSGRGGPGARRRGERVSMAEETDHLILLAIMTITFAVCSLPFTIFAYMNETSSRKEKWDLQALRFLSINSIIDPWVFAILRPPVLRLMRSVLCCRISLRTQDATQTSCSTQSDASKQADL
NPY-Y1 PAM-ag: NPY-Y1 receptor potentiators or agonists, primary screen, cell-based. Neuropeptide Y receptor type 1 (Homo sapiens), P25929. NPY-Y1 expressing cells, potentiator/agonist activation. activation, % at 3.6 µM. actives 0.37% (n = 220,000). AID 1304, 2008; in the data active = activation above about 33%, passing the limit was not always enough;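 note: cells stimulated with NPY at EC10 then isoproterenol at EC100; 0% = low agonist plus stimulus and 100% = saturating agonist plus stimulus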
NPY-Y1 antag: NPY-Y1 receptor antagonists, primary screen, cell-based | AID 1040, 2008 | actives 1% (n = 200,000) | HEK293-CNG Y1 cells, membrane potential fluorescence; NPY at EC95, then isoproterenol | inhibition, % at 3.6 µM;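 active = inhibition above the campaign mean inhibition of all tested compounds plus 3 SD, cut at about 20% in these data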;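 note: 0% = DMSO wells given NPY plus isoproterenol and 100% = isoproterenol alone without NPY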
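Material: HEK293 Y1/CNG channel cell line; also added: NPY (25 nM), isoproterenol (1 µM), Ro 20-1724 (25 µM); doses: one concentration, 3.6 µM, in 0.4% DMSO; schedule: compound incubation 1 h at room temperature, readout 45 min post-stimulation; technique: membrane potential fluorescence; measure: fluorescence ratio normalized to % inhibition between controls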
S1P4 antagonist: S1P4 receptor antagonists, primary screen, cell-based; S1P4-expressing cells, antagonist mode, reporter read-out; inhibition, % at 4.98 µM; actives 0.26% (n = 220,000); in the data active = inhibition above about 29%;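 note: 0% = wells stimulated with agonist and 100% = vehicle wells without agonist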
EP2 modulator: EP2 receptor modulators, cAMP readout, primary screen, cell-based, HTRF cAMP, PGE2 stimulation | Prostaglandin E2 receptor EP2 subtype (Homo sapiens), P43116 | induction, % at 25 µM | actives 0.83% (n = 260,000) | EP2-expressing cells, cAMP HTRF FRET, PGE2 co-stimulation | AID 940, 2007;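 active = compounds whose cAMP rise, as percent of the full-agonist control response, exceeds 60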;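 note: rat C6 glioma line stably carrying human EP2 under a CMV promoter; the protocol text gives 20 µM as final concentration; 100% = response of wells given 1 µM PGE2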
eIF4E 4G PPI: eIF4E–eIF4G protein interaction inhibitors, primary screen, biochemical, uHTS, TR-FRET, eIF4GI fragment; actives 0.37% (n = 220,000); Eukaryotic translation initiation factor 4E (Mus musculus) + Eukaryotic translation …; AID 782, 2007; TR-FRET eIF4E-eIF4GI(517-606) binding, 2 h; inhibition, % at 21.7 µM;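 active = inhibition above about 30%, limit read from the data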;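 note: 0% = full FRET control wells and 100% = background wells lacking eIF4GI fragment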
S1P4 ag: S1P4 receptor agonists, primary screen, cell-based; Sphingosine 1-phosphate receptor 4 (Homo sapiens), O95977; S1P4-expressing cell line, agonist reporter assay; activation, % at 4.98 µM; actives 0.35% (n = 220,000); in the data active = activation above about 11%;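 note: 0% = DMSO vehicle and 100% = reference agonist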
NPY2 pot ag: NPY-Y2 potentiators or agonists, primary screen, cell-based | Neuropeptide Y receptor type 2 (Homo sapiens), P49146 | cells expressing NPY-Y2, potentiator/agonist read-out | activation, % at 3.6 µM | actives 0.45% (n = 220,000); in the data active = activation above about 27%;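 note: cells stimulated with NPY near EC25 plus isoproterenol at EC100; 0% = vehicle plus submaximal agonist and 100% = vehicle plus saturating agonist; some results beyond the cut were filed as inactive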
Target sequence (P49146 whole entry, looked up): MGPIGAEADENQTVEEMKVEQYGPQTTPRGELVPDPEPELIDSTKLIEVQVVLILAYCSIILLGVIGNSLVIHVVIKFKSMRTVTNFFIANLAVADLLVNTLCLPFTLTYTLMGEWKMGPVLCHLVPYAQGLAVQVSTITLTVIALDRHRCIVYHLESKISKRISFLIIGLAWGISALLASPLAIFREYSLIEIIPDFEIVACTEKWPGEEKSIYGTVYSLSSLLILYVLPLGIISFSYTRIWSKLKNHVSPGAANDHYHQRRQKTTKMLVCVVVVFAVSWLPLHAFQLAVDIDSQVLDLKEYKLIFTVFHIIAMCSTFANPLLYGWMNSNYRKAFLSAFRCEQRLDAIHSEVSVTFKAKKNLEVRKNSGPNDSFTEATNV
Active calls of the source: *; x = not tested or not shown; & = joins results of further samples; [ ] = remark or other dose. Not all compounds are listed; rates above refer to the full screens.

nr	canonical_smiles	p97 ATPase inh	EP2 antag	NPY-Y1 PAM-ag	NPY-Y1 antag	S1P4 antagonist	EP2 modulator	eIF4E 4G PPI	S1P4 ag	NPY2 pot ag
1	CC(NS(=O)(=O)c1cccc(S(=O)(=O)c2ccccc2)c1)C(=O)O (stereo unspecified)	7	2	-13	4	8	-9	-2	-2.6	-6
2	COc1cc(NC(=O)CCc2c(C)nc3nc(C)nn3c2C)cc(OC)c1	2	8	-28	2	-2	2	1[fluorescence artefact?]	-1.1	-2
3	CS(=O)(=O)Cc1nc2ccccc2oc1=O	7	9&7	6	-2	-1	17&-42	4	-1.0	7
4	O=C(c1c(F)cccc1F)N(Cc1cccs1)C1CCCC1	-7	6	-3	3	14	31	-2	0.6	11
5	CCN(CC)S(=O)(=O)c1ccc2[nH]cc(C(=O)NCCc3ccccc3)c(=O)c2c1	-1	22	10	-4	-13	17	-2	0.3	16
6	CCOc1cc(C2CC(=O)Nc3cc(C)c(C)cc32)ccc1O (stereo unspecified)	-2	6	-32	3	-1	64*	x	0.9	-3
7	O=C(CCl)Nc1ccccc1C(=O)NCc1ccccc1	18*	8	-2	5	-10	-19	1	0.9	17
8	COc1ccc(CCNc2oc(Cc3cccc4ccccc34)nc2C#N)cc1OC	1	2	-18	0	-9	-17	2	-2.0	-5
9	C/C(=N/N1CCN(c2ccccc2)CC1)c1cccc([N+](=O)[O-])c1	2	7	3	0	-18	5	4	1.6	3
10	CCOc1ccc2[nH]c(C)c(CN3CCCCC3)c(=O)c2c1	-6	x	4	4	-3	-15	x	-1.2	7
11	CCOc1ccc(NC(=O)CN2C(=O)C3CC=CCC3C2=O)cc1 (stereo unspecified)	3	3	-15	3	8	20	0	-0.6	3
12	CCOc1cc(C2C3=C(CCCC3=O)NC3=C2C(=O)CCC3)ccc1OCCO	2	14	-9	2	8	0	-4	1.3	-11
13	COc1ccc(N(CC(=O)N2CCN(C)CC2)S(=O)(=O)c2ccccc2)cc1OC	-1	8	17	7	15	-2	0[fluorescence artefact?]	0.4	-1
14	CCC(Oc1ccccc1)C(=O)Nc1nnc(C)s1 (stereo unspecified)	3	6	8	2	-13	17	0	0.4	-3
15	COc1c(O)cc2c(c1O)C(=O)CC(c1ccccc1)O2 (stereo unspecified)	6	22	-7	-5	-7	10	0	-0.6	0
16	O=C(NNC(=S)NC(=O)c1cccs1)c1cccnc1	6	5	11	5	15	31	-2	-1.1	11
17	CCOC(=O)c1cc(CC)sc1NC(=O)c1cc(OCC)c(OCC)c(OCC)c1	-1	5	16	-4	-8	28	-1	1.2	-18
18	Cc1ccc(S(=O)(=O)N(C)C)cc1NC(=O)CCNC(=O)c1ccccc1Cl	1	5	4	-3	-1	5	-3	0.9	6
19	O=C(N[C@@H](Cc1ccccc1)C(=O)OCC(=O)N1CCOCC1)c1cccs1	2	10	16	0	-13	22	-1	-0.9	-11
20	COc1ccc(CN(C(=O)CCC(=O)N2CCCCC2)c2nccs2)cc1OC	3	8	9	12	-13	0	2	1.4	-9
21	CCOC(=O)c1c(C)[nH]c(-c2csc(N)n2)c1C	-1	7	0	1	-5	-33	-2	0.1	4
22	COC(=O)[C@@H]1C2CCC(C(=O)Nc3ccccc3)(CC2)[C@@H]1C(=O)OC	5	9	12	-7	11	22	-1	-0.9	-5
23	CCC(C)NC(=O)c1c(F)c(F)c(F)c(F)c1F (stereo unspecified)	3	7	14	1	-11	-3	10	2.0	12
24	O=C(OCc1ccc(COC(=O)c2cccnc2Cl)cc1)c1cccnc1Cl	5	1	0	-1	2	-39	0	-1.5	1
25	O=C(/C=C/c1ccccc1F)c1cccc([N+](=O)[O-])c1	7	16	-21	-1	14	-10	4	0.7	3

Results in p97 ATPase inh, for some of the entries so far:
cpd	molecule	p97 ATPase inh
14	CCC(Oc1ccccc1)C(=O)Nc1nnc(C)s1 (stereo unspecified)	3
7	O=C(CCl)Nc1ccccc1C(=O)NCc1ccccc1	18*
23	CCC(C)NC(=O)c1c(F)c(F)c(F)c(F)c1F (stereo unspecified)	3
24	O=C(OCc1ccc(COC(=O)c2cccnc2Cl)cc1)c1cccnc1Cl	5

(listing goes on)
nr	canonical_smiles	p97 ATPase inh	EP2 antag	NPY-Y1 PAM-ag	NPY-Y1 antag	S1P4 antagonist	EP2 modulator	eIF4E 4G PPI	S1P4 ag	NPY2 pot ag
26	COc1cc(S(=O)(=O)N2CCOCC2)c(OC)c(S(=O)(=O)N2CCOCC2)c1	0	14	-1	-2	-7	x	x	-1.3	8
27	O=C(NC1(C(F)(F)F)NC(=O)N(Cc2cccnc2)C1=O)c1ccncc1 (stereo unspecified)	-4	7	-15	-1	1	-4	-4	1.2	13
28	CCOC(=O)C1CCN(Cc2nc3ccccc3c(=O)n2-c2ccc(OCC)cc2)CC1	-4	7	-12	7	0	5	1	1.6	5
29	CCOC(=O)C1CCCN(Cc2nc(Cc3ccccc3Cl)no2)C1 (stereo unspecified)	-1	5	-3	-3	1	-11	3	-0.7	1
30	Nc1nc(N2CCCCC2)c(C=O)c(N2CCCCC2)n1	5	4	4	13	-19	30	-2	1.0	6
31	Cc1cccc(OCCN2C(=O)C(=O)c3cccc(C)c32)c1	3	6	-11	-4	-18	48	2	0.3	11
32	O=C1c2ccccc2C(O)N1Cc1cccs1 (stereo unspecified)	2	5	1	6	5	1	1	-0.5	-8
33	COC(=O)c1ccccc1NC(=S)NC(=O)c1ccc2ccccc2c1	6	6	6	8	-4	-31	13	1.1	14
34	N#Cc1c(/N=C/c2cccs2)sc2c1CCCCC2	1	11	-17	9	-17	24	3	1.6	5
35	COc1ccc(S(=O)(=O)Nc2cccc(N(C)S(C)(=O)=O)c2)cc1C	-1	9	-6	0	-23	-1	1	0.9	-5
36	CC(C)N(Cc1nc(-c2ccc3c(c2)OCO3)no1)CC1CCC(=O)N1 (stereo unspecified)	0	12	9	1	6	-5	1	-1.8	-1
37	CCOC(=O)N1CCC(NC(=O)C(NS(=O)(=O)c2ccc3c(c2)CCN3C(C)=O)C(C)C)CC1 (stereo unspecified)	-7	x	-4	1	-3	-3	-3	0.2	-3
38	OCC1(Cc2ccccc2)CCCN(Cc2ccc(-c3ccco3)cc2)C1 (stereo unspecified)	0	7	-24	7	1	-55	2	1.3	-12
39	Cc1ccc(Cn2ccc(NC(=O)c3nc4ncccn4n3)n2)cc1	0	11	-20	-1	-16	5	9	0.3	5
40	O=C(NNS(=O)(=O)c1ccc(F)cc1)c1ccc(S(=O)(=O)N2CCCCC2)cc1	4	7	0	1	-3	10	1[fluorescence artefact?]	0.9	16
41	Cc1ccc(CN2C3=NCCN3c3ccccc32)cc1	-3	4	-21	17	-4	0	0	1.3	-13
42	C=CCn1c(SCC(=O)Nc2cc3oc4ccccc4c3cc2OC)nnc1-c1cnccn1	4	3	-2	6	-16	-11	-3	0.1	-13
43	COc1ccc2nc(SCC(=O)N(C)C3CCCCC3)c(C#N)cc2c1	-2	10	-14	9	-11	11	-14	0.1	8
44	CCCCC(c1nnnn1CCOC)N1CCN(C)CC1 (stereo unspecified)	2	10	-3	1	-8	12	4	1.8	-3
45	CCN1CCN(Cc2ccc(NC(=O)CC3Oc4ccc(C)cc4NC3=O)cc2)CC1 (stereo unspecified)	4	6	6	4	9	4	4	-3.0	8
46	CSc1ccccc1N=CC1=C(O)CC(C)(C)CC1=O	1	6	15	10	-14	8	-2	-1.1	3
47	COc1ccc(S(=O)(=O)N2CC3CCCN3c3cc(C(F)(F)F)ccc32)cc1 (stereo unspecified)	-5	12	10	1	-3	15	5	-2.5	11
48	CCOc1ccc(C2=C(C=C(C#N)C#N)C(c3ccccc3)c3ccccc3O2)cc1 (stereo unspecified)	-7	12	-18	6	-9	15	0[fluorescence artefact?]	1.0	6

5 successive records out of the list so far:
nr	canonical_smiles	p97 ATPase inh	EP2 antag	NPY-Y1 PAM-ag	NPY-Y1 antag	S1P4 antagonist	EP2 modulator	eIF4E 4G PPI	S1P4 ag	NPY2 pot ag
44	CCCCC(c1nnnn1CCOC)N1CCN(C)CC1 (stereo unspecified)	2	10	-3	1	-8	12	4	1.8	-3
45	CCN1CCN(Cc2ccc(NC(=O)CC3Oc4ccc(C)cc4NC3=O)cc2)CC1 (stereo unspecified)	4	6	6	4	9	4	4	-3.0	8
46	CSc1ccccc1N=CC1=C(O)CC(C)(C)CC1=O	1	6	15	10	-14	8	-2	-1.1	3
47	COc1ccc(S(=O)(=O)N2CC3CCCN3c3cc(C(F)(F)F)ccc32)cc1 (stereo unspecified)	-5	12	10	1	-3	15	5	-2.5	11
48	CCOc1ccc(C2=C(C=C(C#N)C#N)C(c3ccccc3)c3ccccc3O2)cc1 (stereo unspecified)	-7	12	-18	6	-9	15	0[fluorescence artefact?]	1.0	6

Source: PubChem
